# ARNT-TACC3 inh = disruptors of ARNT/TACC3 protein interaction, primary screen, biochemical, AlphaScreen, single concentration; Transforming acidic coiled-coil-containing protein 3 (Homo sapiens), Q9Y6A5; AlphaScreen His-ARNT PAS-B/GST-TACC3 binding, luminescence; TACC3 fragment carries E629A point mutation; inhibition, % at 9.99 µM; 390,000 compounds, 0.66% hits;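 active = mean inhibition of replicates at least 50% and at least half of replicates each reaching 50%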;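 note: 0% = complete ARNT plus TACC3 wells and 100% = ARNT alone without TACC3; many hits fall short of the cut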
# * = called active by the depositor.
SMILES,ARNT-TACC3 inh
O=C(NCc1ccco1)C1CCN(C(=O)c2cc3sccc3n2Cc2ccc(Cl)cc2)CC1,3
CCOC(=O)c1ccc2c(c1)N(CC(=O)N1CCCCC1)C(=O)C(C)(C)O2,-5
CCCCOCCCNC(=O)N[C@H](C(=O)OC)C(C)C,-14
CCc1nc2nc(C)cc(Nc3cccc(C(F)(F)F)c3)n2n1,-3
COc1ccc(N/N=C2/CCCCC2=O)cc1,6
O=C(NCc1ccco1)C(c1ccccc1F)N(CC1CCCO1)C(=O)Cn1nnc2ccccc21 (stereo not drawn),-4
COc1cc(S(=O)(=O)NCC2CCCO2)c(OC)cc1Cl (stereo not drawn),-2
CCOC(=O)Nc1nc(-c2ccccc2)c(C(=O)c2ccc(Cl)cc2)s1,-1
Nc1cc(=O)[nH]c(SCC(=O)Nc2ccc(Br)cc2)n1,-4
CS(=O)(=O)N(Cc1ccccc1)c1ccc(C(=O)N2CCc3ccccc3C2)cc1,0
CO/N=C(/CS(=O)(=O)c1ccc(Br)cc1)c1ccc(OC)cc1,2
CCOC(=O)COc1c(C=O)cc(Br)cc1OC,6
c1ccc(CCNc2c3c(nc4ncnn24)CCC3)cc1,2
CN1Cc2sc(N)c(C#N)c2CC1(C)C,-1
CCCC(=O)NCCc1cc2ccc(OC)cc2[nH]c1=O,4
Cc1ccc(-c2noc(-c3cc4ccccc4oc3=O)n2)cc1,2
Nc1ccc2c(c1)-c1ccccc1S(=O)(=O)N2,2
O=C1c2ccccc2NC(c2ccccc2)N1/N=C/c1ccccc1 (stereo not drawn),7
CCc1noc(C)c1C(=O)NCCc1ccc(OC)c(OC)c1,1
COc1ccc2cc(CN(CC3CCCO3)S(=O)(=O)c3ccccc3)c(=O)[nH]c2c1 (stereo not drawn),10
CCCCCCSc1nnc(-c2cnn(-c3ccccc3)c2-n2cccc2)n1C,1
CSc1cccc(NC(=O)CN(c2cc(C)ccc2C)S(C)(=O)=O)c1,-7
c1ccc(Cc2nn[nH]n2)cc1,-34
Cc1scc(C(=O)N/N=C/c2ccc(OC(C)C)cc2)c1C,-7
O=C(COC(=O)C1=Cc2ccccc2OC1)NCc1ccc(F)cc1,6
CCOC(=O)CC1=C(C#N)C(c2cccnc2)C(C(=O)OCC)=C(N)O1 (stereo not drawn),2
S=C(c1ccc(-c2ccc(Cl)c(Cl)c2)o1)N1CCOCC1,-2
CCOC(=O)c1ccc(-c2ccc(C(=O)Nc3cccnc3)o2)cc1,17
O=c1c2ccccc2ncn1-c1cccc(Cl)c1,0
CCN(CC)c1nc2ccccc2nc1-n1nc(C)cc1C,-2
CCCCC(=O)Nc1ccc(C)c(O)c1,-7
Cc1c(Cl)c([N+](=O)[O-])nn1Cc1ccc(C(=O)N/N=C\c2cc(Cl)ccc2O)o1,2
COc1ccc(N2CC(C(=O)OCC(=O)c3ccccc3)CC2=O)cc1 (stereo not drawn),-12
COc1ccc(C2CC(=O)C3=C(C2)Nc2ncnn2C3c2ccccc2)cc1 (stereo not drawn),-4
COc1cc(-c2n[nH]c(=O)o2)cc(OC)c1OC,3
CCCNC(=O)NC(=O)COc1c(F)c(F)cc(F)c1F,2

# Shown field by field: 4 of the compounds above
O=c1c2ccccc2ncn1-c1cccc(Cl)c1
  ARNT-TACC3 inh: 0
COc1ccc(C2CC(=O)C3=C(C2)Nc2ncnn2C3c2ccccc2)cc1 (stereo not drawn)
  ARNT-TACC3 inh: -4
COc1cc(-c2n[nH]c(=O)o2)cc(OC)c1OC
  ARNT-TACC3 inh: 3
O=C(COC(=O)C1=Cc2ccccc2OC1)NCc1ccc(F)cc1
  ARNT-TACC3 inh: 6

# Further results:
SMILES,ARNT-TACC3 inh
CN1CCN(C(=O)CSc2nc(-c3ccncc3)ccc2C#N)CC1,-4
Cc1ccc(Cn2c(C3CCCN3c3nc(C)cs3)nc3cc(C(F)(F)F)ccc32)cc1 (stereo not drawn),13
O=C(C1CC1)N1CCc2cc(Br)cc(S(=O)(=O)N3CCOCC3)c21,4
CNC(=S)NNC(=O)c1sccc1OCc1ccc(C)cc1,0
Cc1c(C(=O)O)c(-c2ccccc2)nn1-c1ccccc1,-1
COc1ccc(S(=O)(=O)N(CC(=O)N2CCN(C)CC2)C2CCCCC2)cc1OC,-8
CNC(=O)c1[nH]cnc1C(=O)Nc1ccccc1C,-3
N#Cc1ccc(OCC(=O)N/N=C2\CCc3ccccc32)cc1,19
CCOC(=O)c1cnn(-c2ccccc2)c1NC(=O)c1ccccc1C,-4
Cc1ccc(NC(=O)COc2ccc(-n3ccnc3)cc2)cc1Cl,2
C=CCNC(=O)c1cc2c(C(F)(F)F)nn(C)c2s1,-3
CCn1c(COc2ccc(C)cc2)nnc1SCC(=O)Nc1cc(OC)ccc1OC,14
CC(C)[C@H](NC(=O)NC1CCCC1)C(=O)O,-23
O=C(Oc1cccc([N+](=O)[O-])c1)c1cc(-c2ccccc2)nc2ccccc12,-1
Cc1cc(N(C(=O)c2ccco2)C(C(=O)NC2CCCCC2)c2ccccc2)ccc1-n1cnnn1 (stereo not drawn),-1
O=C(NCCCN1CCN(c2cccc(Cl)c2)CC1)C1CCC(=O)N1Cc1ccccc1Cl (stereo not drawn),1
Cc1ccc(/C=c2\sc3nc(-c4ccco4)nn3c2=O)o1,-8
C=CCn1nnc2sc3c(c2c1=O)CCC(C)C3 (stereo not drawn),-2
O=C(O)COc1cccc2nsnc12,3
COc1ccc(CC(=O)Nc2c3c(nn2-c2cccc(C)c2C)CS(=O)(=O)C3)cc1,-18
O=C(Nc1cc(C(F)(F)F)ccc1-n1cncn1)c1ccc(Cl)cc1,-18
O=C(COC(=O)CCOc1ccccc1)Nc1ccc(Cl)cn1,0
CCOC(=O)Cn1c(C)c(Br)c(=O)c2cccc(C)c21,-24
O=C(CCN1C(=O)C2CC=C(Cl)CC2C1=O)Nc1ccccc1O (stereo not drawn),2
COC(=O)c1ccc(CSc2nc3ccc(C)cc3[nH]2)o1,0
O=C(NCC(c1cccnc1)N1CCN(c2ccccc2F)CC1)C1CCCCC1 (stereo not drawn),-5
COc1ccc(NCC(=O)Nc2ccc(C#N)cc2)cc1Cl,1
CC(C)(C)C(=O)NC(=S)NNC(=O)c1sc2ccccc2c1Cl,5
CCNc1ccccc(C(=O)/C=C/c2ccc3c(c2)OCO3)c1=O,16
Cc1cccc(NS(=O)(=O)c2cccc3nsnc23)c1,7
CN(c1ccccc1C(=O)Nc1ccc(S(=O)(=O)N2CCCCC2)cc1)S(C)(=O)=O,0
Cc1cc(Nc2ccccc2)n(CCO)n1,16
Cc1c(C(=O)N/N=C/c2ccccc2)sc(=S)n1C,4
CCN(CC)S(=O)(=O)c1ccc2c(c1)nc(SCC(N)=O)n2-c1ccc(OC)cc1,-11
Cc1ccc(C(=O)C(C(=O)/C=C/c2ccccc2)=C2SCCCS2)cc1,1
CCCCCCSc1cc(-c2nc3cnccn3c2NCc2ccccc2)ccc1OC,-12
CCOc1ccc(N2C(=O)CC(N3CCC(O)(c4ccc(Br)cc4)CC3)C2=O)cc1 (stereo not drawn),-4
COc1ccc(OC)c(S(=O)(=O)NCC2CCCO2)c1 (stereo not drawn),-13
CC(C)(C)NC(=O)Cn1nnc(-c2ccccc2Cl)n1,-19
Cc1ccccc1NS(=O)(=O)c1ccc(NC(=O)c2ccco2)cc1,0
Clc1ccc(-n2ncc3c(NCc4ccccn4)ncnc32)cc1,-5
Cc1ccc(O)c(C(=O)c2cnn(C(=O)Cc3csc(C)n3)c2)c1,-3
COc1ccccc1NC(=O)N(Cc1cc2cc(OC)c(OC)cc2[nH]c1=O)CC1CCCO1 (stereo not drawn),-6
CCCCNC(=O)OCC(CC)NC(=O)OC(C)C (stereo not drawn),2
Cc1nnc(-c2ccc(N3CCOCC3)c([N+](=O)[O-])c2)o1,3
CCOC(=O)c1c(C)nc2ccc(C)cn12,-11
CSc1nc(NC(C)(C)C)nc(N2CCOCC2)n1,-6
C/C(=N\O)c1ccc2[nH]ccc2c1,2

# Arranged by value in ARNT-TACC3 inh (highest first): 5 from the list above.
SMILES,ARNT-TACC3 inh
C/C(=N\O)c1ccc2[nH]ccc2c1,2
Cc1ccccc1NS(=O)(=O)c1ccc(NC(=O)c2ccco2)cc1,0
Cc1ccc(O)c(C(=O)c2cnn(C(=O)Cc3csc(C)n3)c2)c1,-3
COc1ccccc1NC(=O)N(Cc1cc2cc(OC)c(OC)cc2[nH]c1=O)CC1CCCO1 (stereo not drawn),-6
CC(C)(C)NC(=O)Cn1nnc(-c2ccccc2Cl)n1,-19

# (continued)
SMILES,ARNT-TACC3 inh
c1csc(C2=Nn3c(nnc3-c3ccncc3)SC2)c1,3
Cc1cc(C)c(O)c(-c2cc(C(=O)Nc3ccc(S(=O)(=O)N4CCOCC4)cc3)[nH]n2)c1,2
Cc1cc(=O)n(CC=C(Cl)Cl)c2ccccc12,-1
Cc1ccc(-c2[nH]nc(N)c2N=Nc2ccccc2C)cc1,5
CCN(CC)CCOC(=O)C1c2ccccc2Oc2ccccc21,-1
CCN(CC)C(=O)CSCC(=O)Nc1ccccc1,-5
Cc1ccc(O)c(C(=O)c2cc(C#N)c(=O)n(-c3c(C)n(C)n(-c4ccccc4)c3=O)c2)c1,-10
CCc1c(C)nc2ncnn2c1N1CCCC(C(=O)NCCc2ccc(OC)cc2)C1 (stereo not drawn),1
CC1CCCCN1C(=O)c1cccc(NC2=C(Cl)C(=O)N(Cc3ccccc3)C2=O)c1 (stereo not drawn),2
COC(=O)CCP(=O)(O)Cc1ccccc1CP(=O)(O)CCC(=O)OC,-8
COc1cccc(CNc2nn[nH]n2)c1OC,-12
C=CCn1c(SCC(=O)NCC(=O)OCC)nnc1-c1cccc(OC)c1,1
CCOc1ccc(-c2cc(C)n3nc(C(N)=O)cc3n2)cc1,39
Cc1ccc(NC(=O)c2ccc(-n3cccn3)c([N+](=O)[O-])c2)cc1C,2
CCC(C)NC(=O)C(NS(=O)(=O)c1cccc2nsnc12)c1ccccc1 (stereo not drawn),-6
COc1cc(-n2c(C)nc3cc(C(=O)NCc4ccco4)ccc32)cc(OC)c1OC,-6
Cc1ccc(CCNC(=O)C2CCN(C(=O)N(C)C)CC2)cc1,-2
CN(C)c1ccc(/C=C/C=C2/SC(=S)N(c3ccccc3)C2=O)cc1,11
Cc1ccc(-n2ncc3c(=O)n(CC(=O)NC4CCCCC4)cnc32)cc1,-2
Cc1noc(C)c1COC(=O)c1cc2c(C)nn(-c3ccc(F)cc3)c2s1,-10
Cn1c(SCc2cccc3ccccc23)nnc1-c1ccco1,-1
COC(=O)C1=C(C)N(c2cccc(Cl)c2)C(=O)C1,-1
CCCn1c(SCC(=O)NC)nnc1C(C)C,4
COC(=O)c1cc2n3ccccc3c(C)c(-c3ccccc3)c-2c1C(=O)OC,15
CCOc1ccc(-n2cc(C(=O)NC(C)C)c3cc(OC)c(OC)cc3c2=O)cc1,0
CSc1nc(N(C)NC(=O)c2ccccc2)c2ccccc2n1,-8
C[C@@H]1COC(=O)[C@H](NC(=O)OCC2c3ccccc3-c3ccccc32)C/C=C\C[C@@H](CC(=O)N(CCO)Cc2ccccc2)C(=O)N1,-5
Cn1nc(-c2ccccc2)c(-c2nc(-c3ccc(Cl)cc3)no2)c1Cl,-6
CC1=NN(c2cccc(Cl)c2)C(=O)C12CC(C)=C(C)CS2 (stereo not drawn),-3
CCOC(=O)c1sc(NC(=O)c2ccncc2)nc1C,5
Cc1ccc(C(=O)NCCCn2ccnc2)cn1,33
Cc1ccc(NC(=O)C(Cc2ccccc2)NC(=O)c2ccco2)cc1 (stereo not drawn),2
CS(=O)(=O)N1CCc2cc(-c3csc(NCC4CCCO4)n3)ccc21 (stereo not drawn),-1
Cc1ccccc1C1CC(c2ccccc2OC(F)F)Nc2ncnn21 (stereo not drawn),-10
O=C(Cn1cnc2ccccc2c1=O)Nc1ccc(-c2nnc3n2CCCCC3)cc1,1
Cc1ccc(CNC(=O)CN(C2CCCCC2)S(C)(=O)=O)cc1,-4

# Looked up above:
# CSc1nc(N(C)NC(=O)c2ccccc2)c2ccccc2n1 @ ARNT-TACC3 inh = -8
# Cc1ccc(CNC(=O)CN(C2CCCCC2)S(C)(=O)=O)cc1 @ ARNT-TACC3 inh = -4

# Additional structures
SMILES,ARNT-TACC3 inh
CCOC(=O)CSC1=Nc2ccccc2C2=NC(CC(=O)NCc3cccs3)C(=O)N12 (stereo not drawn),-3
COc1ccc(-n2c(Cc3cccn3C)nnc2SCC(=O)N2CCCc3ccccc32)cc1,7
COCCN1CN(S(=O)(=O)c2ccc(Cl)cc2)c2nc3ccccc3nc21,2
COc1cc2[nH]c(=O)c(C(=O)NCCCN3CCCCC3)c(O)c2cc1OC,7
COc1ccc(C(=O)Nc2cc(C(F)(F)F)ccc2-n2cncn2)cc1,-3
O=C(Cn1cnc2ccccc2c1=O)NC1CCCc2ccccc21 (stereo not drawn),-13
Cc1cc(NC(=O)CCC(=O)N(c2ccccc2)C(C(=O)NC2CCCCC2)c2cccs2)no1 (stereo not drawn),-8
C/C(=N/NC(=O)c1ccccn1)c1ccco1,33
N#C/C(=C/c1ccc(Sc2nc3ccccc3[nH]2)o1)c1cccc(Br)c1,-5
CCN(CC)CCOc1ccc2nc(N(C)C)sc2c1,0
CC(C)N1CC(C(=O)Nc2ccc(Br)c(Cl)c2)CC1=O (stereo not drawn),1
CCc1ccc2c(c1)c(N=NC1=NC(=O)CS1)c(O)n2C,3

# Copied from above (3 entries):
SMILES,ARNT-TACC3 inh
COc1ccc(C(=O)Nc2cc(C(F)(F)F)ccc2-n2cncn2)cc1,-3
O=C(Cn1cnc2ccccc2c1=O)NC1CCCc2ccccc21 (stereo not drawn),-13
Cc1cc(NC(=O)CCC(=O)N(c2ccccc2)C(C(=O)NC2CCCCC2)c2cccs2)no1 (stereo not drawn),-8

# The results go on.
SMILES,ARNT-TACC3 inh
O=C(Nc1ccccc1C(=O)O)c1ccccc1,-7
Cc1cc(C)cc(N(C(=O)Cn2nnc3ccccc32)C(C(=O)NCc2ccco2)c2ccncc2)c1 (stereo not drawn),7
CCc1ccc2nc3n[nH]c(N)c3cc2c1,-2
Cc1ccc([C@H]2C(C(=O)O)=CC[C@@H](c3ccc(Cl)cc3)N2S(=O)(=O)c2ccccc2C)cc1,-1

# Not all compounds are listed; count on the stated rates, not on these rows.
